SSB-PriA inh – inhibitors of Klebsiella pneumoniae PriA binding to SSB C-terminal tail; AlphaScreen SSBct-PriA binding, biotinylated peptide; actives 0.6% (n = 430,000); AID 1272365; inhibition, % at 33 µM; in the data active means inhibition mostly above about 37%, no sharp cut-off; inactive means mostly below about 20%;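 further: plate controls were negative control peptide for no effect and reference peptide for full effect; strong numbers were not always called active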
* marks the source's active call; other numbers are inactive results; & = joins results of further samples.

SMILES	SSB-PriA inh
O=C(Cn1nc(-c2cccc([N+](=O)[O-])c2)ccc1=O)NCc1ccco1	13.0
COc1ccc(OC)c(S(=O)(=O)Nc2ccc3c(c2)N(C)C(=O)C(C)(C)CO3)c1	0.0
O=C(Cn1nc(-c2cccs2)c2sc(N3CCOCC3)nc2c1=O)NCCc1ccccc1	-5.0
O=C(NCCc1ccccc1)NC[C@H]1CC(=O)N(c2ccc3c(c2)OCO3)C1	-1.0
Cc1cc(C(=O)N2CCc3cnc(N4CCOCC4)nc3C2)no1	-23.0
Cc1ccc(-c2ccc(=O)n(CCCC(=O)Nc3ccc(F)c(F)c3)n2)cc1	5.0
COc1ccc(Cn2ccnc2SCC(=O)Nc2ccc(C(C)=O)cc2)cc1	-8.0
N#C/C(=C(/O)c1ccc(-c2ccc([N+](=O)[O-])cc2Cl)o1)c1nc(-c2ccccc2)cs1	0.0
Cc1nc2c(ccc3nc(NC(=O)CCCS(=O)(=O)c4ccc(F)cc4)sc32)s1	-1.0&14.0
O=C(Nc1ccc(F)c(Cl)c1)C1CCN(c2ccc(-c3cccs3)nn2)CC1	-9.0&-6.0
COc1nn(C)cc1C(=O)OC1CN(c2nc3ccccc3s2)C1	12.0
O=C(NCC(F)(F)F)c1cc(N2CCCCC2)ncn1	-10.0
O=C(CNS(=O)(=O)c1ccc2c(c1)CCCC2)N1CCOC(c2ccccc2)C1 (configuration not stated)	3.0
CCOc1cn(C)c(C(=O)NCc2ccc3c(c2)OCO3)cc1=O	-13.0
NC(=O)c1cc2ccccc2oc1=NNC(=O)c1cccc(F)c1	-9.0
OCCCc1cnc2ncnn2c1	-10.0
CCCCOc1ccc(NC(=O)Nc2ccc3c(c2)CC(=O)N3)cc1	-19.0
CCOc1ccc(NC(=O)NC2CCCC(O)C2)cc1 (configuration not stated)	-7.0
O=C(CCn1ccc(=O)[nH]c1=O)N1CC(Oc2nc3c(Cl)cccc3s2)C1	10.0
O=C(c1cccs1)N1CCN(c2ccc(-c3ccncc3)nn2)CC1	-2.0
CN1CCN(C(CNC(=O)C(=O)NCc2ccc(Cl)cc2)c2ccc3c(c2)CCN3C)CC1 (configuration not stated)	12.0
CC1CCc2c(sc3nc(CCC(=O)NCc4ccc5c(c4)OCO5)[nH]c(=O)c23)C1 (configuration not stated)	-10.0
CCOC(=O)c1sc(NC(=O)[C@H](C)Sc2nnc(CNC(=O)c3ccc(OC)c(OC)c3)n2-c2ccc(F)cc2)c(C(=O)OCC)c1C	-6.0
O=C(c1ccc2ccccc2n1)N1CCC(COCc2ccc(Cl)cc2)CC1	-12.0
CCc1ccc(OC)c(S(=O)(=O)Nc2ccc3c(c2)NC(=O)C(C)(C)CO3)c1	-16.0&-13.0
Cc1cn2c(nc3c2c(=O)n(C/C=C/c2ccccc2)c(=O)n3C)o1	-3.0
Cc1noc(-c2c(NC(=O)c3ccc(=O)[nH]n3)sc3c2CCOC3)n1	-8.0
CC(CNC(=O)C1CCN(c2ncnc3c2sc2ncccc23)CC1)c1ccccc1 (configuration not stated)	-10.0
CCN(CC)c1ccc(C=NNC(=O)Cc2nnc(NC(=O)Nc3ccccc3)s2)cc1	-12.4
NCC1CCN(C(=O)Oc2ccccc2)CC1	18.0
N#Cc1ccccc1NC(=O)CSc1nccn1-c1ccc(C(=O)NCc2ccccc2F)cc1	35.0*
NS(=O)(=O)c1ccc(CCNC(=O)C2CCCN(c3ccc(-c4ccc(F)cc4)nn3)C2)cc1 (configuration not stated)	-11.0
O=C(CSc1ncnc2ccccc12)NCC1CCCO1 (configuration not stated)	-1.0
O=C(NCc1cccs1)N1C2C=CCC1CC2 (configuration not stated)	0.0
CCOc1ccccc1NC(=O)NC[C@H]1CC(=O)N(c2ccc(F)cc2)C1	0.0
COc1ccc(NC(=O)C(=O)NCc2ccc(Cl)cc2)cc1OC	-12.0
O=C(c1ccco1)N1CCc2ccc(NC(=O)C3(c4ccccc4)CCOCC3)cc21	-1.0
Cc1ccc(N=Cc2ccc(-c3ccc(C)cc3)o2)cc1	13.0
Cc1nc(-c2ccco2)sc1CNC(=O)c1ccccc1C(F)(F)F	5.0
Cc1cc(C)cc(NC(=O)c2ccc(C#N)cc2)c1	-13.0

A draw from above in order of SMILES length, largest number first.
SMILES	SSB-PriA inh
CCOC(=O)c1sc(NC(=O)[C@H](C)Sc2nnc(CNC(=O)c3ccc(OC)c(OC)c3)n2-c2ccc(F)cc2)c(C(=O)OCC)c1C	-6.0
NS(=O)(=O)c1ccc(CCNC(=O)C2CCCN(c3ccc(-c4ccc(F)cc4)nn3)C2)cc1 (configuration not stated)	-11.0
CN1CCN(C(CNC(=O)C(=O)NCc2ccc(Cl)cc2)c2ccc3c(c2)CCN3C)CC1 (configuration not stated)	12.0
CC1CCc2c(sc3nc(CCC(=O)NCc4ccc5c(c4)OCO5)[nH]c(=O)c23)C1 (configuration not stated)	-10.0
CCc1ccc(OC)c(S(=O)(=O)Nc2ccc3c(c2)NC(=O)C(C)(C)CO3)c1	-16.0&-13.0
O=C(c1ccco1)N1CCc2ccc(NC(=O)C3(c4ccccc4)CCOCC3)cc21	-1.0
O=C(CCn1ccc(=O)[nH]c1=O)N1CC(Oc2nc3c(Cl)cccc3s2)C1	10.0
CC(CNC(=O)C1CCN(c2ncnc3c2sc2ncccc23)CC1)c1ccccc1 (configuration not stated)	-10.0
Cc1noc(-c2c(NC(=O)c3ccc(=O)[nH]n3)sc3c2CCOC3)n1	-8.0
Cc1cn2c(nc3c2c(=O)n(C/C=C/c2ccccc2)c(=O)n3C)o1	-3.0
O=C(c1ccc2ccccc2n1)N1CCC(COCc2ccc(Cl)cc2)CC1	-12.0
Cc1nc(-c2ccco2)sc1CNC(=O)c1ccccc1C(F)(F)F	5.0
COc1ccc(NC(=O)C(=O)NCc2ccc(Cl)cc2)cc1OC	-12.0
Cc1ccc(N=Cc2ccc(-c3ccc(C)cc3)o2)cc1	13.0
Cc1cc(C)cc(NC(=O)c2ccc(C#N)cc2)c1	-13.0
O=C(CSc1ncnc2ccccc12)NCC1CCCO1 (configuration not stated)	-1.0
O=C(NCc1cccs1)N1C2C=CCC1CC2 (configuration not stated)	0.0
NCC1CCN(C(=O)Oc2ccccc2)CC1	18.0

Remaining list, next part:
SMILES	SSB-PriA inh
Cc1cc(C(=O)NCCn2ncc3c(N4CCCCCC4)ncnc32)no1	8.0
O=C(NCc1ccc2c(c1)OCO2)C(=O)NC[C@@H](c1ccco1)N1CCc2ccccc2C1	2.0
N#CC1=C(N)N=C(SCC(=O)Nc2ccccc2)C(C(N)=O)C12CCCCC2 (configuration not stated)	7.0
Nc1nonc1-n1nnc(C(=O)NN=Cc2cc(Br)ccc2O)c1CNc1ccccc1	4.5
Cc1cc(C(=O)Nc2nc(-c3cc4ccccc4o3)cs2)no1	-16.0
COC(=O)c1ccc(/C=C2\SC(=S)N(C(CC(=O)O)C(=O)O)C2=O)cc1 (configuration not stated)	-1.0
CCn1cc(-c2nnc(SCC(=O)c3ccccc3)n2C)ccc1=O	6.0
O=C(c1ccc2noc(-c3ccccc3)c2c1)N1CCC(n2ccnn2)CC1	-1.0
Cc1nc(CSc2nnnn2-c2ccccc2)cs1	-6.0
N#Cc1c(N=Cc2cc3ccccc3s2)sc2c1CCC2	6.9
CN(C)S(=O)(=O)N1CCc2nc(NC(=O)c3ccccn3)sc2C1	-5.0
O=C(CCc1nc2ccccc2[nH]c1=O)NN=Cc1ccccc1	9.5
CCOc1ccc(-c2nc(NC(=O)CSc3ccc(F)cc3)sc2C)cc1	-7.0
Cc1nc2ccc(S(=O)(=O)NCCn3nc(-c4cccnc4)ccc3=O)cc2s1	-12.0
Cc1cc(=O)[nH]c(-n2nc(C)c(CCC(=O)Nc3ccc(C)c(F)c3)c2C)n1	-7.0
COc1ccc(-c2nc(Nc3ccc(C)c(C)c3)c3ccccc3n2)cc1OC	-24.0&-14.0
CC(C)(C)c1csc(CN2CCN(CC(=O)N3CCOCC3)CC2)n1	-1.0
O=C(CCCn1nc(-c2ccc(Cl)cc2)ccc1=O)Nc1ccc(F)c(Cl)c1	-18.0
O=S(=O)(c1ccccc1)c1cnc2ccccc2c1N1CCN(c2ccc(Cl)cc2)CC1	-1.0
CC(=NNC(=O)CC1N=C(Cc2ccccc2)NNC1=O)c1ccccc1 (configuration not stated)	-8.1
O=S(=O)(O)c1ccc(O)c2ncccc12	99.0*
C=CCN1C(=O)C(C)(C)COc2cc(NC(=O)COc3ccc(C)cc3)ccc21	1.0
O=C(CSc1nnc(CNC(=O)c2ccc(Cl)cc2Cl)n1-c1ccc(Cl)c(Cl)c1)Nc1nccs1	-15.0
COc1cccc(CNC(=O)CSc2nccn(-c3ccc(F)c(F)c3)c2=O)c1	-3.0
O=C1C2ON(c3ccccc3)C(c3ccc(OC(F)F)cc3)C2C(=O)N1c1ccccc1C(F)(F)F (configuration not stated)	-4.0
COC(CNS(C)(=O)=O)c1ccco1 (configuration not stated)	-7.0
O=C1C(=O)N(CNc2cccc([N+](=O)[O-])c2)c2ccccc21	14.0
CC(C)NC(=O)C1C(C=C(Cl)Cl)C1(C)C (configuration not stated)	-6.0
NC(=O)c1ccccc1OCC#CCNC(=O)c1c(F)cccc1F	-14.0
O=C(CCS(=O)(=O)c1ccccc1)N1CCC(Oc2ccc(C(F)(F)F)cn2)CC1	-13.0
Cc1ccc(CNC(=O)Cn2c(=O)c3sccc3n(Cc3cc(=O)n4c(C)cccc4n3)c2=O)cc1	-18.0
CCCC=NNC(=O)c1cc(Br)ccc1O	-8.5
COc1cccc(C=Nn2c(C3CCCCC3)n[nH]c2=S)c1OC	0.0
Cc1ccccc1N1C(=O)N(Cc2cccc(C(F)(F)F)c2)c2ccccc2S1(=O)=O	-8.0
COc1ccccc1C(=O)NNC(=O)c1cccn(Cc2ccc(Cl)c(Cl)c2)c1=O	-7.0
COC(=O)c1ccc(NC(=O)CSc2nc3cc(-c4ccccc4)sc3c(=O)n2C)cc1	-5.0
CCOc1ncc(NC(=O)c2c(F)cccc2Cl)c(OCC)n1	-17.0
Cc1nc2scc(C)n2c(=O)c1NC(=O)C1CCCO1 (configuration not stated)	-2.0
COc1ccc(OC)c(-c2nnc(NC(=O)COc3ccccc3OC)o2)c1	-5.0
CN(C)CCN(C(=O)c1ccccc1)c1nc2ccc(F)cc2s1	-11.0
Cc1noc(NS(=O)(=O)c2ccc(NC(=O)c3coc(NC(=O)C4CC4)n3)cc2)c1C	-5.0
O=C(NCc1cccs1)N1CCSC1c1ccccc1F (configuration not stated)	-16.0
O=C(COc1ccc(C=NNC(=O)C(=O)N2CCCCC2)cc1)Nc1ccccc1Cl	6.5
O=C(NN=Cc1ccccn1)c1cc(Br)ccc1O	0.8
CCc1n[nH]c(=S)n1N=Cc1cc(Br)c(O)c(OC)c1	-3.5
COc1cc(NS(=O)(=O)c2ccc(NC(=O)/C=C/c3ccco3)cc2)nc(OC)n1	-9.0
COc1cc(NS(=O)(=O)c2ccc(NC(=O)c3cc(Cl)sc3Cl)cc2)nc(OC)n1	8.0
CSc1ccc(-c2nnc(NC(=O)c3ccc(S(=O)(=O)N4CCCCC4C)cc3)o2)cc1 (configuration not stated)	-2.0
COc1ccc(C(C)NC(=O)c2ccc(Oc3nccnc3N3CCOCC3)cc2)cc1OC (configuration not stated)	-2.0
COc1cc(C(C)=NNC(=O)CSc2nncn2C)ccc1OCc1ccccc1Cl	2.2
Cc1ccc(Sc2ccc3nn(CC(=O)Nc4ccc(Br)c(C)c4)c(=O)n3n2)cc1	16.0
O=C(COc1ccc(Cl)cc1Cl)Nn1cnc2c(cnn2-c2ccccc2)c1=O	-22.0
O=C(Nc1ccccc1)OC1CCCC(NC(=O)c2nc3ccccc3s2)C1 (configuration not stated)	-8.0
O=C(Cc1ccccc1)NN=Cc1ccc(OCC(=O)Nc2ccccc2)cc1	-15.1
COc1cc(C=NNc2ccc(Cl)cc2)ccc1OC(=O)c1cccs1	11.1
O=C(Cc1csc(Nc2ccc(F)cc2)n1)N1CCN(c2ncccn2)CC1	12.0
Cc1ccc(NC(=O)N2CCOCC2)cc1Cl	-17.0
Cc1cccc(-c2nn3c(N4CCN(c5nc(C)cc(C)n5)CC4)cc(C)nc3c2C)c1	-17.0
CCCOc1nn(CCC)cc1C(=O)N1CCN(C)CC1	-2.0
Cc1nc(CN2CCC(c3nnc(-c4ccsc4)o3)CC2)cs1	-14.0
(next part)
SMILES	SSB-PriA inh
Cc1ccc(-n2cc(C(=O)NC3CC3)nn2)cc1	-7.0
CN=c1scc(-c2cc(OC)ccc2OC)n1N=Cc1c(C)[nH]c2ccccc12	45.1*
COC(=O)N1CCC(CNC(=O)Nc2ccc(C(F)(F)F)cc2)CC1	-5.0
COc1nccnc1O[C@H]1CCCN(C(=O)c2ccoc2)C1	-13.0
Cc1cc(S(=O)(=O)N2CCN(Cc3ccc4c(c3)OCO4)CC2)c(C)cc1Cl	-3.0&7.0
O=C(Cc1cccc2ccccc12)NCC(c1ccc(F)cc1)N1CCOCC1 (configuration not stated)	-8.0
COc1ccc(-c2nnc(NN3CCOCC3)[nH]c2=O)cc1	-9.0
Cc1snc(S(=O)(=O)C(C#N)=NNc2ccccc2)c1C#N	30.0
Cc1cc(NC(=O)c2cc(=O)c3ccccc3o2)n(-c2nc3c(cnn3-c3ccc(F)cc3)c(=O)[nH]2)n1	-12.0&-6.0
CC1SC(=NN=C2CCC(C(C)(C)C)CC2)NC1=O (configuration not stated)	-13.0
CCOc1[nH]c(N=Cc2ccco2)c(C#N)c1C#N	-0.7
COc1ccc2nc(-n3nc(C)cc3NC(=O)c3ccc4c(c3)OCCO4)sc2c1	-5.0
CCOc1ccc(S(=O)(=O)NCCNc2ccc(C)nn2)cc1	-8.0
CC(=NNC(=O)CNC(=O)C(c1ccccc1)c1ccccc1)c1ccccc1	-7.8
O=C(CCCSc1ccc(NC(=O)c2ccc(F)cc2)nn1)Nc1nccs1	-3.0
O=C(NN=Cc1ccc(O)cc1)c1cncc(Br)c1	-2.6
CSc1ccccc1NC(=O)C(=O)NC[C@@](O)(c1ccccc1)C1CC1	-1.0
CC(=O)NCC(=O)N1CCC(Oc2cnccn2)C1 (configuration not stated)	-11.0
O=C(NCCN1CCC(c2cccs2)CC1)C(=O)NCc1ccc(F)cc1	-17.0
N#CCCN(N=Cc1cccnc1)C1=NS(=O)(=O)c2ccccc21	-20.0
Cc1noc(-c2cn(CCNC(=O)c3ccco3)nn2)n1	3.0

Screens: PubChem BioAssay, Small Molecule Screening Facility, UW Madison

Some of the compounds tested; count on the stated rates, not on these rows.
